SRC1 TRFRET art: TR-FRET artefact, counter-screen to PPARgamma/SRC-1 agonist assay. TR-FRET detection artefact counter-screen, emission ratio; active compounds read high. TR-FRET ratio at 8 µM. 0.34% of 99,000 active; in the data active means TR-FRET ratio above about 2300; further: inactives centre near 1800; reference of the scale not given here
SRC3 TRFRET art: counter-screen for PPARgamma SRC-3 recruitment agonists: TR-FRET artefact; PPARgamma/SRC-3 format; active compounds read high; 0.39% of 99,000 active; TR-FRET ratio at 8 µM; in the data active means TR-FRET ratio above about 2000; further: inactives centre near 1600; reference of the scale not given here
Active calls of the source: *.

Screens in order: SRC1 TRFRET art, SRC3 TRFRET art
> CCCCOc1ccc(C(=O)N/C(=C\c2cccc([N+](=O)[O-])c2)C(=O)OCc2ccco2)cc1
  1883, 1581
> CC(C#N)Sc1nc2ccccc2c(=O)n1-c1ccccc1 (centres undefined)
  1501, 1549
> COc1ccc(N2CCN(C(CNC(=O)C(C)(C)C)c3cccnc3)CC2)cc1 (centres undefined)
  1813, 1822
> C/C=C/c1ccc(OCC(=O)Nc2cc(OC)c(OC)c(OC)c2)c(OC)c1
  1893, 1432
> CCOC(=O)CNC(=S)n1ncnc1N
  1686, 1582
> COC(=O)/C=C/C(=O)Nc1cccc(C(F)(F)F)c1
  1745, 1454
> CCCCNC(=S)N1CCN(c2nc3ccccc3s2)CC1
  1840, 1527
> CC(Cc1ccccc1)C(=O)NCc1ccccn1 (centres undefined)
  1846, 1564
> CC[C@@H](C)[C@@H](C(=O)N1CCN(C(=O)OC(C)(C)C)CC1)n1cc(CCCN=C(NC(=O)OC(C)(C)C)NC(=O)OC(C)(C)C)nn1
  1938, 1499
> Cc1ccnc(N2CCC(C(=O)Nc3ccc4c(c3)OCCO4)CC2)n1
  1653, 1760
> O=C(c1cc(N2C(=O)C3C4CCC(C4)C3C2=O)ccc1Cl)N1CCN(c2ccccc2)CC1 (centres undefined)
  1651, 1558
> CCN(C(=S)Nc1ccc(OC(F)F)cc1)C1CCCCC1
  1840, 1323
> COc1ccc(CNS(=O)(=O)NCc2ccc(OC)c(OC)c2)cc1OC
  1855, 1648
> Cc1cccc(NC(=S)N(Cc2cccs2)Cc2cc3cc(C)ccc3[nH]c2=O)c1
  1626, 1650
> O=c1[nH]c(SCc2nc3ccccc3c(=O)n2-c2ccccc2)nc2ccccc12
  1855, 1557
> O=C(NCC1CCCO1)C(c1cccs1)N(C(=O)c1ccc(CN2CCOCC2)o1)c1ccc(Cl)cc1 (centres undefined)
  1891, 1467
> Cc1ccc(N=Nc2ccc(O)c3ncccc23)cc1
  1850, 1548
> CC(C)(C)NCC(=O)N/N=C/c1ccc(OCc2ccccc2)cc1
  1809, 1477
> CCCCCOC(=O)CSc1nnc(-c2cc(OC)c(OC)c(OC)c2)o1
  1966, 1556
> CCOc1ccc(NC(=O)c2ccc(NC(=O)COC(=O)Cc3ccc(OC)cc3)cc2)cc1
  1457, 1357
> O=C(C1CCN(S(=O)(=O)c2cccc([N+](=O)[O-])c2)CC1)N1CCOCC1
  1550, 1694
> Cc1ccsc1/C=N/n1c(=S)[nH]nc(C)c1=O
  1720, 1650
> O=C(CSc1ncccn1)NCc1ccc(Cl)cc1
  1859, 1551
> COC(=O)N/N=C\c1c(C)nn(-c2ccccc2)c1Cl
  1915, 1545
> CCCCCn1c(N)c(-c2nc3ccccc3o2)c2c([N+](=O)[O-])nn(C)c(=O)c21
  2109, 1805
> Fc1ccccc1Nc1nc2c(s1)CCc1ccccc1-2
  1953, 1531
> COc1ccc(C2Nc3ccccc3C(=O)N2c2ccc(Cl)cc2)cc1Cn1cc([N+](=O)[O-])cn1 (centres undefined)
  1551, 1392
> O=C(NNC(=O)C1COc2ccccc2O1)c1cccc([N+](=O)[O-])c1 (centres undefined)
  1778, 1492
> Cc1ccc(S(=O)(=O)NCCCn2ccnc2)cc1
  1693, 1378
> O=C(/C=C\Nc1ccccc1Br)c1ccc2c(c1)OCO2
  2017, 1783
> O=C(Nc1ccccc1O)c1csc2c1CCCC2
  1534, 1438
> CCn1c2ccccc2n2c(=O)c(=O)n(CC(=O)Nc3ccc(C(C)C)cc3)nc12
  1736, 1635
> COc1ccc(N(CC(=O)N2CCN(c3ccccc3F)CC2)S(=O)(=O)c2c(C)n[nH]c2C)cc1
  1564, 1582
> CC(C)(C)OC(=O)N1CC(O)CC1C(=O)OCC(=O)c1ccc(Cl)cc1 (centres undefined)
  1798, 1363
> CSc1ccc(/C=N/n2nnnc2N)cc1
  1740, 1423
> COCCNC(=S)N/N=C/c1ccc(OCc2ccc(C(=O)OC)cc2)c(OC)c1
  1715, 1555
> Cn1c(=O)c(C(=O)COC(=O)c2cc(C(F)(F)F)nc3c(C(F)(F)F)cccc23)c(N)n(CC2CC2)c1=O
  1682, 1611
> CN(Cc1ccccc1)C(=S)NC(=O)C1CCCCC1
  1716, 1433
> CC(=O)N1N=C(c2ccc(C(C)(C)C)cc2)OC1(C)C
  1813, 1764
> Brc1ccc(CSc2nnc(-c3cccnc3)o2)cc1
  1819, 1641

Entries above that contain an aryl methoxy group (8):
Screens in order: SRC1 TRFRET art, SRC3 TRFRET art
> COc1ccc(N2CCN(C(CNC(=O)C(C)(C)C)c3cccnc3)CC2)cc1 (centres undefined)
  1813, 1822
> C/C=C/c1ccc(OCC(=O)Nc2cc(OC)c(OC)c(OC)c2)c(OC)c1
  1893, 1432
> COc1ccc(CNS(=O)(=O)NCc2ccc(OC)c(OC)c2)cc1OC
  1855, 1648
> CCCCCOC(=O)CSc1nnc(-c2cc(OC)c(OC)c(OC)c2)o1
  1966, 1556
> CCOc1ccc(NC(=O)c2ccc(NC(=O)COC(=O)Cc3ccc(OC)cc3)cc2)cc1
  1457, 1357
> COc1ccc(C2Nc3ccccc3C(=O)N2c2ccc(Cl)cc2)cc1Cn1cc([N+](=O)[O-])cn1 (centres undefined)
  1551, 1392
> COc1ccc(N(CC(=O)N2CCN(c3ccccc3F)CC2)S(=O)(=O)c2c(C)n[nH]c2C)cc1
  1564, 1582
> COCCNC(=S)N/N=C/c1ccc(OCc2ccc(C(=O)OC)cc2)c(OC)c1
  1715, 1555

Next part
Screens in order: SRC1 TRFRET art, SRC3 TRFRET art
> CCc1noc(C)c1C(=O)N1CCCC(C(=O)c2cc(F)ccc2F)C1 (centres undefined)
  1779, 1437
> CC(C)(C)NC(=O)CSc1nc2[nH]ncc2c(=O)[nH]1
  1841, 1548
> COc1ccc(C(=O)N/N=C(\CCC(=O)O)c2ccc(C(C)(C)C)cc2)cc1OC
  1879, 1627
> COCCNC(=O)c1cccc(C)c1[N+](=O)[O-]
  1695, 1435
> CNC(=S)N/N=C/c1c(Cl)cccc1Cl
  2114, 1663
> Cc1ccc2nc(NNC(=O)c3ccc4c(c3)OCCO4)sc2c1
  2053, 1688
> COc1ccccc1C1CCCN1Cc1nc(-c2cc3c(cc2Cl)OCO3)oc1C (centres undefined)
  1565, 1680
> CCN(CC)S(=O)(=O)c1ccc(OC)c(NC(=O)c2cc(C)on2)c1
  1720, 1484
> CCN(CC(=O)NC1CCS(=O)(=O)C1)S(=O)(=O)c1ccc2ccccc2c1 (centres undefined)
  1779, 1510
> CCc1cccc(CC)c1NC(=S)N(CCN(C)C)C(C)c1cccnc1 (centres undefined)
  1449, 1575
> COc1ccc2oc(=O)c(-c3nc(C)cs3)cc2c1
  1747, 1490
> CC(=O)c1ccc(Nc2cc(C)nc3nc(C)nn23)cc1
  1778, 1691
> CC(C)C(c1nnnn1CC1CCCO1)N1CCN(C2CCCC2)CC1 (centres undefined)
  1527, 1769
> CN(C)/C=N/c1sc2c(c1C#N)CCCCC2
  1783, 1590
> C/C(=N\Nc1nc(C)cc(=O)[nH]1)C1CC1
  1960, 1493
> C/C(=N\NC(=S)NC1CCCCC1)c1cccc(Br)c1
  1891, 1734
> CN(C)c1ccc(/C=N/n2c(-c3cccnc3)n[nH]c2=S)cc1
  1750, 1481
> Cn1c(N)c(S(=O)(=O)NCc2ccccc2Cl)c(=O)n(C)c1=O
  1978, 1731
> CC1CCCN(c2oc(-c3cccc4ccccc34)nc2C#N)C1 (centres undefined)
  1817, 1373
> O=C(O)c1cc(=O)[nH]c2c(Cl)cccc12
  1598, 1788
> Cc1onc(C(=O)N2CCN(C(c3ccccc3)c3ccccc3)CC2)c1[N+](=O)[O-]
  1918, 1603
> O=C(NCC1CCCCC1)c1cc([N+](=O)[O-])ccc1N1CCOCC1
  1661, 1377
> Cc1ccc([N+](=O)[O-])cc1Nc1nc(N2CCOCC2)nc(N2CCOCC2)n1
  1873, 1719
> COc1ccc(NC(=O)C2CCC(CNS(=O)(=O)c3cccs3)CC2)cc1OC (centres undefined)
  1922, 1682
> CCCn1c(O)c(N=NC(=O)c2ccco2)c2ccccc21
  1914, 1510
> NS(=O)(=O)c1ccc(CCNC(=O)c2ccco2)cc1
  1789, 1518
> CN(CC(=O)Nc1ccc(S(=O)(=O)N(C)C)cc1)Cc1ccc(C(F)(F)F)cc1
  1921, 1331
> Cc1nnc(SC(C)C(=O)Nc2c(C)n(C)n(-c3ccccc3)c2=O)n1N (centres undefined)
  1807, 1548
> CCOc1ccc(N)cc1OC
  1745, 1850
> CS/C(=N/S(=O)(=O)c1ccc(C)cc1)c1ccccc1
  1564, 1420
> Cc1ccc2cc(C)c(N3CCC(C)CC3)nc2c1
  1978, 1742
> CC1(C)CC(=O)C(C2C3=C(CC(C)(C)CC3=O)Oc3ccc4ccccc4c32)C(=O)C1 (centres undefined)
  1762, 1625
> CCN(CC)c1ccc(/C=C(\C#N)C(=O)NCc2ccco2)cc1
  1936, 1842
> CCC(CC)NC(=O)/C=C/c1cccc([N+](=O)[O-])c1
  1941, 1635
> COc1ccc(S(=O)(=O)n2cnc(C)c2)cc1
  1716, 1475
> CCN(CC)C(=O)Cn1c(=O)n(CCCC(=O)NCc2ccccc2)c(=O)c2sccc21
  1878, 1585
> O=C(CN(C(=O)c1cccc([N+](=O)[O-])c1)C1CCCCC1)Nc1ccc(Cl)c([N+](=O)[O-])c1
  1840, 1409
> CCCCC(=O)O[C@H]1CC[C@H]2[C@@H]3CCc4cc(O)ccc4[C@H]3CC[C@]12C
  1908, 1604
> COc1ccc(NC(=O)CSc2ncnc3c2sc2ccccc23)c(OC)c1
  1781, 1676
> COc1ccc(NC(=O)C(c2cc3c(cc2[N+](=O)[O-])OCO3)N2CCN(C=O)CC2)cc1 (centres undefined)
  1900, 1581
> Cc1noc(C)c1COC(=O)c1ccc(F)c(S(=O)(=O)N2CCCCC2)c1
  1889, 1432
> C[C@]12CC[C@@H]3c4ccc(O)cc4CC[C@H]3[C@@H]1CC[C@@H]2OC(=O)CCC(=O)O
  1667, 1571
> CC1COc2ccccc2N1S(=O)(=O)c1ccccc1 (centres undefined)
  1719, 1601
> CC(C)(C)NC(=O)CCc1nnc(Cc2c[nH]c3ccccc23)o1
  1756, 1602
> CC1=C(C(=O)N2CCCC(CCC(=O)NCc3ccccc3F)C2)OCCO1 (centres undefined)
  1618, 1541
> O=C1CCCN1CC1CCCN(Cc2nc(COc3ccccc3)no2)C1 (centres undefined)
  1444, 1487
> CCNc1nc(NCC)nc(N(C#N)CCOc2ccccc2)n1
  1696, 1650
> O=C(Nc1ccc2c(c1)Cc1ccccc1-2)c1cccnc1
  1915, 1365
> Nc1ncnc(Oc2cccc(C(F)(F)F)c2)c1[N+](=O)[O-]
  1826, 1732
> CC(C)c1cccc(O)c(=O)c1
  1731, 1619
> Cc1c(C(=O)O)[nH]c2ccc([N+](=O)[O-])cc12
  1687, 1282
> CN(Cc1ccccc1)c1ncc(C=O)s1
  1827, 1639
> O=C1N/C(=C/c2cccn2-c2ccccc2)C(=O)N1c1cccc(Cl)c1
  1999, 1556
> Cc1ccccc1C(=O)NC1CC2CCC(C1)N2Cc1ccccc1 (centres undefined)
  1729, 1530
> O=C(NCC1CCCO1)C(c1ccncc1)N(Cc1cccs1)C(=O)CN1C(=O)c2ccccc2S1(=O)=O (centres undefined)
  1864, 1736
> CCn1c(SCC(=O)Nc2ccccc2-c2ccccc2)nnc1-c1ccoc1C
  1774, 1664
> O=C(Cc1ccc(Cl)cc1)Nc1ccccc1Sc1ccccc1
  2014, 1693
> CC(C)NC(=O)CCn1c(=S)oc2ccccc21
  1910, 1763
> Cc1ccc(NC(=O)n2ccc(-c3ccc(-n4ccnc4)cc3)n2)cc1
  1599, 1512
> OCCC1CN(Cc2ccc(Oc3ncccn3)cc2)CCN1C1CCCC1 (centres undefined)
  1745, 1586

Other entries:
Screens in order: SRC1 TRFRET art, SRC3 TRFRET art
> O=C1CN(c2nc(-c3ccccc3)c3cc(Cl)ccc3n2)c2ccccc2N1
  1459, 1380
> Cc1cc(=O)n(C)c(=O)n1CCCCCCOc1cccc([N+](=O)[O-])c1
  1815, 1651
> CC1=C(C(=O)Nc2ccc(Cl)cc2)C2(CCCCC2)C(C(N)=O)C(=S)N1 (centres undefined)
  1710, 1264
> O=C(NNS(=O)(=O)c1ccccc1[N+](=O)[O-])c1cccc(Cl)c1
  1784, 1721
> Cc1nn2c(C(F)(F)F)c3c(nc2c1-c1ccccc1)CCC3
  1690, 1404
> COc1ccc(/C=C(\C#N)C(=O)OCC(=O)NC2CC2)cc1
  2031, 1762
> Cc1cc(-n2c(SCCC#N)nnc2-c2cccnc2)ccc1Cl
  2072, 1549
> CC(=O)c1c(N2CCN(Cc3ccccc3)CC2)nc(=S)n(-c2ccccc2)c1C
  1739, 1491
> Cc1ccc(S(=O)(=O)C(C#N)c2nc3ccccc3nc2N2CCC(C)CC2)cc1 (centres undefined)
  1732, 1556
> CCOC(=O)c1nn(-c2cccc(OC)c2)c2nc(CC)c(C#N)c(=O)n12
  1570, 1744
> CCOc1cc(S(=O)(=O)NCC2OCCc3ccccc32)c(OCC)cc1-n1cnnn1 (centres undefined)
  1873, 1557
> Cc1ccc(NC(=O)N(Cc2cccs2)Cc2cc3cc4c(cc3[nH]c2=O)OCO4)cc1
  1869, 1689
> CCSc1nnc(NC(=O)C2CCN(S(=O)(=O)c3ccccc3C(F)(F)F)CC2)s1
  1878, 1397
> COc1cc(/C=C/C(=O)OCC(=O)NC(=O)NC23CC4CC(CC(C4)C2)C3)ccc1OCC#N
  1733, 1621
> CC(=O)c1cccc(NC(=O)N2CCCC(C(=O)c3cc(F)ccc3F)C2)c1 (centres undefined)
  1799, 1695
> COc1cccc(-c2nc(CS(=O)(=O)CC(=O)N3CCN(C4CCCCC4)CC3)c(C)o2)c1
  1774, 1619
> CC(Oc1ccc(-n2cnnn2)cc1)C(=O)O (centres undefined)
  1811, 1545
> CCOCCn1c(CN2CCN(CC)CC2)nc2c1c(=O)n(C)c(=O)n2C
  1567, 1417
> COc1ccc2nc(C)cc(SCC(=O)NNC(=O)COc3cccc4ccccc34)c2c1
  2109, 1753

Some of the compounds tested. The share of hits here may be higher or lower than overall.
